# From PubChem BioAssay
# BoNT-F LC inh: inhibitors of Botulinum neurotoxin F light chain protease; actives 0.22% (n = 360,000); Multiplex microsphere protease cleavage assay, flow cytometry; inhibition, % at 10 µM; in the data active = inhibition above about 35%, passing the limit was not always enough; inconclusive = no clear call, values can overlap the other calls; also: plate controls were buffer without enzyme for full effect and enzyme alone for no effect
# PriA SSB inh: blocks PriA binding to SSB C-terminal tail; inhibition, % at 33 µM; actives 0.6% (n = 430,000); AlphaScreen SSBct-PriA binding, biotinylated peptide; in the data active = inhibition mostly above about 37%, no sharp cut-off; inactive = mostly below about 20%;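 also: plate controls were negative control peptide for no effect and reference peptide for full effect; strong numbers were not always called active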
# Anthrax LF inh2: anthrax lethal factor protease inhibition; P15917; multiplex microsphere protease cleavage assay, LF; inhibition, % at 10 µM; actives 0.12% (n = 360,000); also: plate controls were buffer without enzyme for full effect and enzyme alone for no effect
# SARS 3CLpro inh: SARS-CoV 3CLpro protease inhibition; P0C6X7; recombinant SARS-CoV 3CLpro, quenched FRET peptide cleavage; inhibition, % at 6 µM; actives 0.14% (n = 290,000); AID 1706; in the data active = inhibition above about 12%
# PrPC surface inh: reduces human prion protein on the cell surface; P04156; cell surface PrPC, TR-FRET read-out; inhibition, % at 13.8 µM; actives 0.43% (n = 370,000); in the data active = inhibition above about 24%; also: 0% = median of the test wells and 100% = reference compound wells
# CCHF vOTU inh: CCHFV vOTU protease inhibition. Pep-AMC fluorescence. inhibition, % at 11.5 µM. actives 0.55% (n = 370,000); in the data active = inhibition above about 30%; also: 0% = vehicle wells with enzyme and 100% = no enzyme wells
# Rv3671c protease: inhibitors of M. tuberculosis serine protease Rv3671c; P9WHR9; inhibition, % at 5.96 µM; actives 0.048% (n = 320,000); in the data active = inhibition above about 38%;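 also: extracellular domain of Rv3671c used as enzyme; 0% = enzyme with DMSO and 100% = no enzyme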
# Target sequence (P9WHR9 whole entry, looked up, the tested form may be a part): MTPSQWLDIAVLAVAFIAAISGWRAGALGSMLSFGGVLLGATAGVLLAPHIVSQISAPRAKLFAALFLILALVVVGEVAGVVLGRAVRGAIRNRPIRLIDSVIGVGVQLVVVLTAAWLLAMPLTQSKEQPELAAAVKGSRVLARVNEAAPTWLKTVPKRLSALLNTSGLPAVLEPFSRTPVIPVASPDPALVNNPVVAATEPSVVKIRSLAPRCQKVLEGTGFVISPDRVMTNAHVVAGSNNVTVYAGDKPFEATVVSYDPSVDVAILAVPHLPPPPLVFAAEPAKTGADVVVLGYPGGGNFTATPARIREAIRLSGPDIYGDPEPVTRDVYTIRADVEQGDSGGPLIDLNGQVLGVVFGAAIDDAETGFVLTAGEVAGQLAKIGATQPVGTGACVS
# BoNT-A LC inh2: BoNT A light chain protease inhibition | actives 0.17% (n = 360,000) | inhibition, % at 10 µM | AID 588499 | multiplex microsphere protease substrate cleavage, flow cytometry; also: plate controls were buffer without enzyme for full effect and enzyme alone for no effect
# MazEF act: increases E. coli MazEF RNase cleavage of RNA; activation, % at 20 µM; actives 0.32% (n = 350,000); FAM/BHQ RNA-DNA oligo cleavage fluorescence, 5 h; P0AE70; AID 504720; in the data active = activation above about 50%
# Target sequence (P0AE70 whole entry, looked up): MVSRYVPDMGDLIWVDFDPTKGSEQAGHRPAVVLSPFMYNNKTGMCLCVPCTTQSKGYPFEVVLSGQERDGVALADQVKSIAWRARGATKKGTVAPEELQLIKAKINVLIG
# DUSP3 inh: inhibitors of human VHR1 phosphatase (DUSP3). recombinant VHR phosphatase, pNPP absorbance. inhibition, % at 13.3 µM. actives 0.52% (n = 290,000). P51452; in the data active = inhibition above about 50%; also: some compounds called inactive have numbers as strong as hits
# Target sequence (P51452 whole entry, looked up): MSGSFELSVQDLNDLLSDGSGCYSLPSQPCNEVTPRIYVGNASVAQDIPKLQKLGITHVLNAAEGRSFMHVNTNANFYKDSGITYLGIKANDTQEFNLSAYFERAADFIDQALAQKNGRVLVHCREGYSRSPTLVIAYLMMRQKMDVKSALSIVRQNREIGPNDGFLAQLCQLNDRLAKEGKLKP
# * hit, by the source's call; i = inactive; ? = inconclusive; . = not tested or not shown. Rule as the data show it, unless noted: active = inhibition above about 30%; inconclusive = no clear call, values can overlap the other calls; inactive = below that.
SMILES,BoNT-F LC inh,PriA SSB inh,Anthrax LF inh2,SARS 3CLpro inh,PrPC surface inh,CCHF vOTU inh,Rv3671c protease,BoNT-A LC inh2,MazEF act,DUSP3 inh
CC(C(N)=O)N1c2cccc3cccc(c23)S1(=O)=O (centres undefined),-5,-15,-6,-1,1,-12,-1,0.5,-10,17
Cc1cccc(OCc2nnc(SCC(=O)N3c4ccccc4CCc4ccccc43)o2)c1,1,-10,2,5,9,3,-13,-0.7,0,-8
COc1ccc(S(=O)(=O)NCCSCc2ccco2)cc1Cl,8,-1,-3,-6,5,4,3,0.4,0,-2
CC(C)N(Cc1ccccc1)C(=O)COC(=O)c1cnccn1,-3,6,-6,3,0,15,1,-0.5,0,7
CCCNC(=O)c1onc(CSc2ccc(Cl)cc2)c1C(=O)NCC1CC1,2,-20,1,.,12,6,4,1.1,-5,.
COc1ccccc1N1CCN(CC(=O)Nc2ccc(-n3cnnn3)cc2)CC1,-18,-8,-2,1,2,-3,-5,-1.5,16,4
Cc1ccc(SCC(=O)Nc2nnc(-c3ccco3)o2)cc1,-6,-4,-4,.,1,-8,2,-1.2,-13,.
CCOc1ccc(S(=O)(=O)n2cc(F)c(=O)[nH]c2=O)cc1,-2,-14,-8,-1,6,3,-2,-1.0,0,4
COc1ccccc1CNC(=O)CN1C(=O)c2ccc([N+](=O)[O-])cc2C1=O,5,2,-1,-3,-16,-2,3,0.4,1,14
CC(=O)Nc1ccc(N2C(=O)c3cccc4c(O)ccc(c34)C2=O)cc1,-11,1,1,1,-12,-7,22,2.1,i,31
CCN1CCN(Cc2ccc(NC(=O)c3ccc(C)c(NC(=O)c4ccc5n[nH]nc5c4)c3)cc2C(F)(F)F)CC1,-9,-10,2,.,0,-10,7,0.0,-2,7
CSc1nnc2c(n1)OC(c1ccccn1)N(C(C)=O)c1ccccc1-2 (centres undefined),-3,-7,-2,2,-17,22,6,-0.4,-9,19
CCOP(=O)(C#CC(C)(C)C)C(O)(c1ccccc1)C(F)(F)F (centres undefined),-14,-9,-4,-4,8,18,-8,-0.5,-9,4
Cc1n[nH]c(=S)c2nn(-c3ccccc3F)c(C)c12,3,-11,-2,-4,46*,8,.,-0.4,7,-19
C=CCN(CC=C)S(=O)(=O)c1ccc(NC(=S)NC(=O)C2CC2)cc1,.,4,.,3,7,10,-11,.,-2,-11
O=C(NNC(=S)Nc1cccc(C(F)(F)F)c1)c1ccc(Cl)cc1Cl,-12,-10,-1,4,1,3,19,-1.4,-2,-13
CCn1c(SCC(N)=O)nc2ccccc2c1=O,-4,6,-4,-3,9,-6,-1,-0.7,0,0
Nc1nc(NCC2CCCO2)nc(Nc2cccc(Cl)c2)c1[N+](=O)[O-] (centres undefined),3,0,2,0,3,-10,3,0.1,10,-9
CCNS(=O)(=O)c1ccc(NC(=O)c2c(-c3ccccc3)noc2C)cc1,-1,4,7,2,4,-4,-7,-0.4,9,14
Cn1nc(C(C)(C)C)cc1C(=O)N1CCCCC1c1cc(C(=O)Nc2cccc3c2CCCC3)no1 (centres undefined),-2,.,-6,.,9,24,.,-0.6,.,.
CCOc1cc(C(=O)OCc2cccc(OC)c2OC)ccc1OCC(=O)N1CCOCC1,?,3,-1,.,-3,-13,6,-8.4,-20,.
COC(=O)c1sccc1NC(=O)c1ccc(OC)cc1,2,-25,-12,5,5,0,-22,-0.3,2,-11
O=[N+]([O-])c1ccc(N2CCc3ccccc3C2)cc1,?,2,14,-3,-12,11,-15,8.5,42,31
CCOc1c2ccc(C(=O)NC3CCCc4ccccc43)cc2nn1CC (centres undefined),-5,-2,-4,8,0,-37,-1,0.3,3,-9
CCOc1cc(C(=O)NC(C)c2ccncc2)cc(OCC)c1OCC (centres undefined),-5,-3,1,3,-2,-8,4,-1.0,4,19
Cc1ccc(S(=O)(=O)N(C)C)cc1NC(=O)COc1cccc(-n2cnnn2)c1,.,0,.,.,-1,-5,0,.,-5,.
Cc1cc(NC(=O)C(C)SCC(=O)OCc2ccc([N+](=O)[O-])cc2)no1 (centres undefined),?,-2,-6,.,4,21,4,1.6,6,.
COc1cc(/C=N\NC(=O)c2ccccc2F)ccc1Oc1ccc([N+](=O)[O-])cn1,-5,.,-4,4,-15,3,8,-1.2,15,5
CCn1c(CCNS(=O)(=O)c2ccccc2Br)nnc1SC,3,-10,-1,-4,6,-5,-11,1.2,5,8
CCOCCCNC(=O)Cn1cc2c(n1)CCCCC2,-1,-7,-4,3,-5,5,-8,0.0,13,15
Cn1c(=O)oc2cc(S(=O)(=O)NCCC(=O)NCCc3ccccc3)ccc21,0,-13,-2,-1,-5,-5,4,-0.9,-6,20
N#C/C(=C/c1ccc(OCc2ccc(C(=O)O)cc2)cc1)C(=O)Nc1ccccc1,-9,0,-7,1,.,.,-3,0.7,3,-24
Cc1ccc(S(C)(=O)=NS(=O)(=O)c2cccc3nsnc23)cc1 (centres undefined),?,-5,15,-4,-29,-5,6,?,-1,-19
COc1ccc(-c2nnc(NC(=O)c3ccco3)s2)cc1,-1,-2,1,2,-2,7,-6,0.6,4,16
CNS(=O)(=O)c1cccc(C(=O)OCC(=O)NC2CCCC(C)C2C)c1 (centres undefined),-5,-14,1,.,-2,4,-1,-1.2,-2,.
Cc1cc(NC(=O)CCC(=O)N(Cc2ccco2)C2(C(=O)NC3CCCCC3)CCCCC2)no1,-4,-5,1,2,-5,1,5,-1.8,10,-4
O=C(CN1C(=O)c2ccccc2S1(=O)=O)Nc1ccc(S(=O)(=O)Nc2ncccn2)cc1,-10,-1,1,.,0,1,.,-3.3,3,.
O=[N+]([O-])c1ccc(C2CN=C(Nc3ccccc3)S2)cc1 (centres undefined),-6,11,0,4,-5,-4,6,-0.9,4,29
CC(C)CCC(CC(C)O)C(=O)NNC(=S)Nc1ccccc1 (centres undefined),?,-5,7,0,0,-4,-1,-2.0,6,23
O=C1CC(c2ccc(S(=O)(=O)Nc3cc(C(F)(F)F)cc(C(F)(F)F)c3)cc2)CN1 (centres undefined),3,-8,1,6,2,9,-10,-0.1,7,-12

# Among those listed so far, these have a tert-butyl group:
SMILES,BoNT-F LC inh,PriA SSB inh,Anthrax LF inh2,SARS 3CLpro inh,PrPC surface inh,CCHF vOTU inh,Rv3671c protease,BoNT-A LC inh2,MazEF act,DUSP3 inh
CCOP(=O)(C#CC(C)(C)C)C(O)(c1ccccc1)C(F)(F)F (centres undefined),-14,-9,-4,-4,8,18,-8,-0.5,-9,4
Cn1nc(C(C)(C)C)cc1C(=O)N1CCCCC1c1cc(C(=O)Nc2cccc3c2CCCC3)no1 (centres undefined),-2,.,-6,.,9,24,.,-0.6,.,.

# The list goes on:
SMILES,BoNT-F LC inh,PriA SSB inh,Anthrax LF inh2,SARS 3CLpro inh,PrPC surface inh,CCHF vOTU inh,Rv3671c protease,BoNT-A LC inh2,MazEF act,DUSP3 inh
CC(C)(C)c1ccc(C(=O)N2CCN(CCNC(=O)C(=O)NCc3ccc(Cl)cc3)CC2)cc1,-15,-16,6,-7,.,.,-6,-5.5,7,21
CCCOc1ccc(C2=NNC(=O)CC2)cc1,-1,-13,1,4,2,-6,4,-0.1,7,-2
COc1cc(OC)c(OC)cc1NC(=O)CC1COc2ccccc2O1 (centres undefined),-8,5,-9,2,-7,-8,-8,-1.2,-3,-1
CC(=O)c1cc(-c2ccccc2)n(CCC(=O)NC2CCCCCCC2)c1C,-6,18,-1,5,8,7,3,-0.9,-19,-4
O=C(Nc1cccc(Cl)c1)N1CCCC1,-4,-11,0,0,-4,13,-6,0.6,8,5
COC(=O)c1sc(NC(=S)NC(=O)c2cccc(Br)c2)nc1C,?,6,4,0,10,-6,-2,5.2,4,-2
CC(C)(C)c1ccc(-c2cn(-c3ccc(Br)cc3)c3[n+]2CCCS3)cc1,4,8,2,0,12,6,.,0.4,20,-11
CS(=O)(=O)NNC(=O)c1sccc1OCc1ncc(C(F)(F)F)cc1Cl,16,-4,-2,-4,-18,-7,-2,1.0,0,14
CN(C)c1nc(OCCNC(=O)Nc2ccc(Cl)cc2)nc(N(C)C)n1,1,-13,0,8,3,-5,-9,-0.1,0,-11
CCOc1ccc(CC(=O)OCn2nnc3ccccc3c2=O)cc1,-4,-5,-4,4,-8,11,-9,-1.1,1,24
CCn1cc(/C=N\NC(=O)c2csc3ccccc23)c(C)n1,2,.,-3,1,14,-4,-2,0.4,10,16
CN(C)CCNC(=O)COc1cccc2c1OC(C)(C)C2,-2,-6,-1,-2,-3,7,2,0.0,-1,-1
O=C(c1cnn2c(-c3ccccc3)cc(-c3ccccc3)nc12)N1CCN(Cc2ccccc2)CC1,3,-29,1,.,-5,-11,-1,1.5,-11,.
O=C(Nc1cc(Cl)ccc1-n1cncn1)c1ccc(Br)o1,5,1,2,.,0,-3,-7,1.4,-40,.
CN(C)CCNC(=O)C(=O)NCC1OCCN1S(=O)(=O)c1ccc2c(c1)OCCO2 (centres undefined),-11,-10,-2,-3,-4,-11,2,-0.1,2,-1
COc1ccc2[nH]c3c4c(ccc3c2c1)C(=O)C=CC4=O,-74,3,-7,-5,-31,-17,.,-4.4,-11,30
CSc1nc(SCC(=O)NCc2ccco2)c2c3c(sc2n1)COC(C)(C)C3,-2,1,-1,0,-13,-10,-9,0.4,-5,22
CC1CCCN(CCCNC(=O)c2nn(C)c3c2CS(=O)(=O)c2ccccc2-3)C1 (centres undefined),6,1,1,-5,-8,7,-7,2.1,-4,11

# In the list so far, 5 have a CF3 group:
SMILES,BoNT-F LC inh,PriA SSB inh,Anthrax LF inh2,SARS 3CLpro inh,PrPC surface inh,CCHF vOTU inh,Rv3671c protease,BoNT-A LC inh2,MazEF act,DUSP3 inh
CCN1CCN(Cc2ccc(NC(=O)c3ccc(C)c(NC(=O)c4ccc5n[nH]nc5c4)c3)cc2C(F)(F)F)CC1,-9,-10,2,.,0,-10,7,0.0,-2,7
CCOP(=O)(C#CC(C)(C)C)C(O)(c1ccccc1)C(F)(F)F (centres undefined),-14,-9,-4,-4,8,18,-8,-0.5,-9,4
O=C(NNC(=S)Nc1cccc(C(F)(F)F)c1)c1ccc(Cl)cc1Cl,-12,-10,-1,4,1,3,19,-1.4,-2,-13
O=C1CC(c2ccc(S(=O)(=O)Nc3cc(C(F)(F)F)cc(C(F)(F)F)c3)cc2)CN1 (centres undefined),3,-8,1,6,2,9,-10,-0.1,7,-12
CS(=O)(=O)NNC(=O)c1sccc1OCc1ncc(C(F)(F)F)cc1Cl,16,-4,-2,-4,-18,-7,-2,1.0,0,14

# A portion of the library; count on the stated rates, not on these rows.
